Source: PubChem (several laboratories)
b-catenin transl: alters nuclear translocation of beta-catenin in HeLa cells | immunofluorescence imaging | nuclear translocation activity, % at 5 µM | 0.3% of 190,000 active;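 active means nuclear translocation activity above 50% at 5 µM, with a well cell count of 50 or more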;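 further: per-cell ratio of nuclear to cytoplasmic median beta-catenin stain intensity; plate controls were DMSO negative control for no effect and GSK-3 inhibitor IX positive control for full effect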
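Signal – beta-catenin immunofluorescence imaging with DAPI · Test system – human HeLa cell line · Dosing – 5 µM primary single dose, 0.1% DMSO, 0.02–20 µM confirmation series · Measure – % activation, nuclear-to-cytoplasmic median beta-catenin signal ratio per cell · Incubation – 24 h compound exposure at 37°C, 5% CO2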
PMI inhibitors: MPI enzyme activity inhibition – biochemical, fluorescence intensity, coupled assay, primary screen (AID 1209); purified PMI enzyme, coupled fluorescence intensity; higher % means a stronger effect; inhibition, % at 20 µM, or IC50 in µM where a hit was titrated; 0.42% of 190,000 active; in the data active means inhibition above about 50%;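 further: plate controls were DMSO vehicle for no effect and wells lacking substrate for full effect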
T cell HTS: T cell immune modulation candidate | 2C CD8+ T cell-vesicle binding, flow cytometry; hits give low values | calls only at 7 µM | 0.068% of 330,000 active;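 active means response, share of CD8 T cells binding vesicles, and their 90th percentile fluorescence all below set limits, cut at about 80% in these data, passing the limit was not always enough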
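Assay system – 2C mouse CD8+ T cells · Also added – QL9-loaded Drosophila micro-vesicles · Timing – Cell–vesicle co-incubation 1.5 h at 37 °C, staining 20 min on ice · Signal – flow cytometry of vesicle-bound cells · Measure – percent CD8+ FL2 mean versus row control · Controls – Peptide-free naked vesicles (low) and QL9 vesicles with 0.7% DMSO vehicle (high)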
Myeloid diff 2: myeloid differentiation induction. ER-HoxA9 myeloid progenitors, lysozyme-GFP differentiation, flow cytometry. AID 624256. 1% of 360,000 active. calls only at 10 µM;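 active means normalized GFP-positive differentiation at or above the plate's own cutoff, the solvent-only control mean plus 3 SD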;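 further: cells exposed to compound for four days before flow analysis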
Lipid droplet: hepatic lipid droplet formation modulation | inhibition, % at 6.5 µM | AML12 mouse hepatocytes, oleate lipid droplets, BODIPY imaging | 0.4% of 240,000 active;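 active means lipid droplet intensity inhibited by at least 50%, with more than 500 cells counted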
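Material – AML12 mouse liver cells · Also added – oleate loading, 100 µM · Compound dosing – 6.5 µM single-point dosing · Times – overnight treatment with compound plus oleate · Measured by – fluorescence imaging, 20x objective, two fields per well · Read-out – percent inhibition of filter-corrected integrated lipid droplet intensity per well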
TNAP activators: stimulation of alkaline phosphatase TNAP activity – biochemical, luminescent, no phosphate acceptor, uHTS, primary screen (AID 1001); one-dose activation fold at 20 µM; EC50 in µM for titrated hits; 0.03% of 200,000 active; purified TNAP, luminescent activation assay, no phosphate acceptor; higher activation fold means a stronger effect; in the data active means activation fold from about 3, or a potency from the dose series; inactive means the rest, 99 in 100 with activation fold below about 1.6; further: many of its hits are not listed in these tables
Ins promoter up: MIN6 insulin promoter up-regulation. AID 1625. 0.3% of 190,000 active. z-score at 5 µM. MIN6 insulin promoter-GFP reporter, high-content imaging; hits give high values;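 active means z-score above 3 at 5 µM with at least 500 cells counted in the well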
MT stabilizer: microtubule stabilization, imaging screen | AID 2205 | % tubulin-high responders, % at 10 µM | 0.83% of 200,000 active | HeLa tubulin immunostaining HCS, 24 h; share of cells brighter than vehicle mean+2SD;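 active means plate Z-score above 3 for both tubulin-high and condensed-nucleus cell shares, with cell loss under 80%, at 10 µM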;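 further: anti alpha tubulin signal scored within the nucleus-defined area of each cell; some results filed as inactive read as strong as hits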
Dynein cargo inh: dynein cargo transport inhibition | 0.47% of 220,000 active | 3617.4 mouse cells, GR-EGFP nuclear translocation imaging; test concentration mostly 20 µM; stimulated with dexamethasone, 1 µM; hits give low values | z-score, hits read low | AID 1381;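 active means plate z-score of nuclear minus cytoplasmic receptor signal below a set negative limit, without overly bright fluorescence or cell loss, cut at about -3.5 in these data, passing the limit was not always enough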;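 further: z-score of nuclear minus cytoplasmic ring GR-EGFP intensity difference per well; some compounds called inactive have numbers as strong as hits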
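Buffer or medium: tet-free medium with charcoal-stripped serum / Also added: dexamethasone agonist, 1.0 µM final, for 30 min / Timing: induction 48 h, compound 1 h, agonist 30 min / Measured by: high-content fluorescence imaging after fixation / Read-out: nuclear-to-cytoplasmic GR-EGFP distribution per well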
Dynein cargo inh cytoplasmic EGFP: second read-out of Dynein cargo inh, no call of its own (marks repeat the call); z-score; measured here: cytoplasmic GR-EGFP intensity; hits give high values
Dynein cargo inh nuclear GR-EGFP: recorded beside Dynein cargo inh, whose call it bears; z-score; measured here: nuclear GR-EGFP intensity;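 lower value marks the stronger effect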
Dynein cargo inh cell count: also measured in Dynein cargo inh; calls as there; z-score; measured here: cell count per field
Ins promoter up cell count: also measured in Ins promoter up; calls as there; cell count; measured here: cytotoxicity, nuclei count;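 total cells summed across four imaged fields per well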
Lipid droplet cells 6.5 µM: also measured in Lipid droplet; calls as there; cell count; measured here: cell count, cytotoxicity flag;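 cells counted across two imaged fields per well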
b-catenin transl cell count 5 µM: recorded beside b-catenin transl, whose call it bears; cell count; measured here: cell count, cytotoxicity flag
T cell HTS vesicle-bound %: second read-out of T cell HTS, no call of its own (marks repeat the call); double positive events, %; measured here: CD8+ vesicle-bound cell fraction;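 binding gate set so that unloaded-vesicle control wells show 10% double positive cells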
MT stabilizer Hoechst-high %: recorded beside MT stabilizer, whose call it bears; % Hoechst-high responders; measured here: nuclear condensation Hoechst responders;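 share of cells brighter than vehicle mean plus two SD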
MT stabilizer cytotoxicity %: further read-out of MT stabilizer, marked with its call; toxicity, %; measured here: cytotoxicity by cell density;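 0% = mean cell density of plate MIN control wells and 100% = no cells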
Myeloid diff 2 GFP+ MAC1+ %: recorded beside Myeloid diff 2, whose call it bears; GFP+ MAC1+ double positive, %; measured here: differentiation confirmed by MAC1 staining
* marks the source's active call; other numbers are inactive results; i = inactive; x = not tested or not shown.

SMILES	b-catenin transl	b-catenin transl cell count 5 µM	PMI inhibitors	T cell HTS	T cell HTS vesicle-bound %	Myeloid diff 2	Myeloid diff 2 GFP+ MAC1+ %	Lipid droplet	Lipid droplet cells 6.5 µM	TNAP activators	Ins promoter up	Ins promoter up cell count	MT stabilizer	MT stabilizer Hoechst-high %	MT stabilizer cytotoxicity %	Dynein cargo inh	Dynein cargo inh cytoplasmic EGFP	Dynein cargo inh nuclear GR-EGFP	Dynein cargo inh cell count
COc1cccc2c(=O)n(CC(=O)N3CCCc4ccccc43)ccc12	x	x	3.9%	i	37.4	i	3.7	x	x	1.1	1.32	728	8.5	2.2	7.9	0.131	-0.257	0.0996	0.513
O=C(c1ccco1)c1nnn(Cc2ccccc2)c1-c1ccccc1	-3.1	1285	-6.1%	i	2.1	i	7.2	10.9	788	1	-0.61	1204	2.4	1.8	6.7	-0.19	-0.125	0.167	-0.17
CC(=O)N1CCN(CCN(CC2C(C)C=C(C)CC2C)C(C)=O)CC1 (stereo not drawn)	-4.1	1153	6.3%	i	45.5	i	0.3	5.8	799	1.1	-0.22	1218	2.5	1.6	1.4	2.04	-0.162	1.41	-0.766
Cc1ccc(S(=O)(=O)CC(O)COc2ccccc2C#N)cc1 (stereo not drawn)	0.4	1367	8.7%	i	29.0	i	0.4	-8.7	733	1	-0.04	1418	3.8	1.7	10.6	1.64	-0.0649	1.13	-1.5
C/C(=N\NC(=O)c1ccc(Cl)c(S(=O)(=O)Nc2ccccc2Cl)c1)c1ccncc1	-3.0	531	-4.1%	i	32.4	i	0.5	8.8	713	1.1	-0.16	1382	3.1	2.3	7.9	0.0988	-0.232	0.0896	0.575
COc1ccc(-c2nn(-c3ccccc3)cc2C2CC(c3cccs3)=NN2C(=O)CCCC(=O)O)cc1 (stereo not drawn)	-2.4	1100	-1.6%	i	38.4	i	0.5	-1.8	773	1	0.51	793	1.0	1.5	5.2	-0.579	-0.236	-0.14	0.857
O=C(CSc1cccc(C(F)(F)F)c1)Nc1ccc(Cl)cc1Cl	-1.0	1365	9.2%	i	10.8	i	1.1	x	x	1.1	-0.27	1501	1.9	1.3	7.2	-0.0824	-0.00717	-0.185	0.382
O=C(C1=C[C@H](c2ccc(Br)cc2)C[C@H](OCCCCO)O1)N1CCOCC1	-4.6	1162	11.1%	i	16.5	i	1.5	13.6	704	1.1	0.35	1397	4.2	0.8	3.6	-0.916	-0.273	-0.204	0.22
O=C(O)CCCCCNC(=O)CCn1cnc2ccccc2c1=O	0.3	885	6.4%	i	39.4	i	0.9	x	x	1.1	0.28	1354	4.6	2.2	10.9	0.272	-0.0229	-0.269	-0.226
O=C1CCc2cc(S(=O)(=O)N3CCCC3C(=O)N3CCN(c4ccccc4)CC3)ccc2N1 (stereo not drawn)	-2.4	1216	-6.9%	i	38.1	i	2.2	x	x	0.9	-0.37	919	4.4	2.7	10.9	-0.0859	-0.252	-0.0364	0.192
COC(=O)c1ccccc1OCC(=O)N1CCN(c2ccc(F)cc2)CC1	x	x	0.0%	i	16.4	i	0.5	x	x	1.1	x	x	2.3	2.0	5.9	-0.0351	-0.337	0.159	0.283
COc1cccc(C2C(C(=O)Nc3ccccc3)=C(C)N=c3s/c(=C/c4ccc(OCC(=O)O)cc4)c(=O)n32)c1 (stereo not drawn)	-1.6	989	-5.8%	i	56.2	i	0.1	1.4	617	1	0.67	1282	2.7	2.2	7.9	0.253	-0.218	0.265	-0.0191
COc1cc(C(=O)OCC(=O)Nc2cc(C)on2)ccc1OCc1ccccc1Cl	-4.0	1054	2.3%	i	15.9	i	0.7	x	x	1.1	0.07	1290	3.8	3.2	7.1	-0.669	-0.129	-0.351	-0.238
CCOP(=O)(OCC)/C(=N/OC(=O)c1cccc([N+](=O)[O-])c1)C(N)=O	-5.3	1249	x	i	25.5	i	0.8	9.7	756	x	0.55	1420	x	x	x	-0.629	-0.249	-0.343	0.784
COc1ccc(NC(=O)CSc2nc3c([nH]c4ccccc43)c(=O)n2C)cc1	-0.7	1109	-5.7%	i	31.5	i	3.0	0.3	681	1	-0.09	1652	1.4	1.7	10.8	-0.0525	-0.249	0.397	-0.0273
Cc1cc(C(=O)Nc2ccccc2)c(C)o1	x	x	5.1%	i	18.6	i	0.9	-0.1	815	1.2	-0.12	833	2.9	3.3	7.1	-0.0281	-0.0982	0.0354	-0.185
COc1ccc(C(=O)N2c3ccccc3CC2C)cc1OC (stereo not drawn)	0.1	1103	-1.1%	i	53.2	i	0.4	0.4	758	1	-0.07	1112	2.1	1.8	7.5	-0.294	-0.236	0.117	-0.0971
O=C(O)c1cnc2ccccc2n1	-3.5	940	1.6%	i	52.0	i	0.5	x	x	1.1	0.49	1154	4.0	2.1	5.4	-0.922	-0.425	-0.708	1.49
c1ccc(CSc2ncnc3c2oc2ccccc23)cc1	x	x	x	i	23.8	i	0.6	x	x	x	x	x	3.2	2.0	3.0	0.56	-0.18	0.0052	0.054
COc1ccc(/C=C/C(=O)N(C(C)C)C(C)C)cc1Br	0.8	1048	15.6%	i	26.3	i	0.6	-4.8	685	1	-0.18	1532	3.2	1.2	6.3	0.00276	-0.179	-0.15	0.639

As entered above:
`COc1ccc(/C=C/C(=O)N(C(C)C)C(C)C)cc1Br` – Dynein cargo inh cytoplasmic EGFP = -0.179
`CCOP(=O)(OCC)/C(=N/OC(=O)c1cccc([N+](=O)[O-])c1)C(N)=O` – Dynein cargo inh cytoplasmic EGFP = -0.249

Next part:
SMILES	b-catenin transl	b-catenin transl cell count 5 µM	PMI inhibitors	T cell HTS	T cell HTS vesicle-bound %	Myeloid diff 2	Myeloid diff 2 GFP+ MAC1+ %	Lipid droplet	Lipid droplet cells 6.5 µM	TNAP activators	Ins promoter up	Ins promoter up cell count	MT stabilizer	MT stabilizer Hoechst-high %	MT stabilizer cytotoxicity %	Dynein cargo inh	Dynein cargo inh cytoplasmic EGFP	Dynein cargo inh nuclear GR-EGFP	Dynein cargo inh cell count
O=C(Nc1ccc2c(c1)OCCO2)c1ccc(Cl)c([N+](=O)[O-])c1	x	x	9.0%	i	42.6	i	0.7	2.8	645	1.1	-0.1	1435	4.0	2.8	1.2	-0.26	-0.302	-0.339	0.552
CCCCCn1nnc2c(=O)oc3ccccc3c21	0.1	1501	4.6%	i	62.1	i	0.3	-6.2	665	1	0.17	1514	3.3	1.8	9.1	-0.694	-0.252	-0.279	1.03
COc1ccc2cc3c(N)nn(C(=O)c4ccccc4[N+](=O)[O-])c3nc2c1	0.6	1006	3.4%	i	3.0	i	0.0	12.8	623	0.8	-0.12	1397	2.8	3.2	0.4	0.183	-0.211	0.174	-0.586
COc1ccccc1C1(O)CCN(CC(=O)Nc2nc(-c3ccccc3)cs2)CC1	1.8	896	12.4%	i	53.9	i	0.8	89.1*	705*	1.1	-0.98	1579	2.0	0.8	1.8	-0.799	-0.203	-0.264	0.669
O=c1[nH]c2ccccc2n1CCCN1CCCCC1	-1.7	1044	-2.9%	i	48.8	i	0.5	-10.9	650	1	0.26	1547	1.9	1.3	1.0	0.811	-0.348	0.419	0.975
Cc1onc(-c2ccccc2)c1C(=O)NC(=S)Nc1sc2c(c1C#N)CCC(C)C2 (stereo not drawn)	0.2	963	13.9%	i	53.8	i	0.7	-3.0	617	1.1	x	x	5.9	2.7	3.1	0.943	-0.033	0.494	-0.892
CCCN(CCC)CC(O)Cn1cc(/C=C/C(=O)c2ccccc2)c2ccccc21 (stereo not drawn)	0.7	999	9.4%	x	x	i	0.9	12.5	704	1	1.56	1053	3.3	4.8	5.5	-2.55	0.203	-0.734	0.664
Cc1cccc(C)c1-n1c(C)nn(CC#N)c1=O	-4.4	1079	0.6%	i	46.7	i	0.6	6.7	668	1.1	0.98	1782	3.8	1.6	5.0	-0.311	-0.217	0.502	-0.92
COc1ccc(CC(=O)NCc2nnc(SCc3ccc(C)cc3)n2C)cc1	-4.4	542	1.6%	i	55.5	i	0.0	1.0	733	1	0.21	1389	4.7	3.2	13.8	3.11	-0.211	1.25	-1.49
Cc1ccc(-n2nc3ccc(NC(=S)NC(=O)/C=C/c4ccco4)cc3n2)cc1	1.6	1016	-3.0%	i	38.0	i	0.9	-14.0	669	1.1	0.25	1392	2.1	0.8	14.2	0.422	0.322	0.477	0.728
CCOc1ccc(NC(=O)CSc2nc(C)c3c(c2C#N)CCCC3)cc1	-0.9	1320	1.1%	i	47.5	i	1.2	x	x	1.1	-0.21	1286	2.9	1.9	6.5	-0.519	-0.172	0.000475	-0.166
COC(=O)C(=C/C=C/N1CCOCC1)C(=O)OC	2.1	1308	x	i	28.9	x	x	-9.3	729	x	0.27	1095	x	x	x	-0.366	-0.21	-0.17	0.928
Cc1c(N2C(=O)CS/C2=N\N=C\c2ccc(Br)cc2)c(=O)n(-c2ccccc2)n1C	x	x	8.1%	i	53.9	i	0.6	x	x	1.1	x	x	2.1	2.0	10.7	-0.577	-0.063	-0.602	0.946
Cc1ccc(NC(=O)ON=C2CCCC2)cc1	0.6	1109	15.3%	i	55.4	i	0.6	11.7	650	1.1	1.53	1424	1.2	1.9	2.9	-0.175	-0.119	0.275	-0.388
